Screens as filed in PubChem BioAssay.
Kir21 inh = blocks the mouse Kir2.1 inward-rectifier potassium channel | P35561 | B-score at 10 µM | HEK293-Kir2.1, FluxOR thallium flux fluorescence; active compounds read low | hit rate 0.85% among 310,000;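 active = fluorescence ratio B-score at or below minus 3 SD of library scores, with starting-brightness B-score within 2 SD, cut at about -4.2 in these data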;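 also: channel flux triggered by added potassium and thallium sulfate stimulus; B-score of peak minus minimum fluorescence over baseline after thallium stimulus; more negative B-score means stronger Kir2.1 block with less thallium influx; some compounds called inactive have numbers as strong as hits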
Target sequence (P35561 whole entry, looked up): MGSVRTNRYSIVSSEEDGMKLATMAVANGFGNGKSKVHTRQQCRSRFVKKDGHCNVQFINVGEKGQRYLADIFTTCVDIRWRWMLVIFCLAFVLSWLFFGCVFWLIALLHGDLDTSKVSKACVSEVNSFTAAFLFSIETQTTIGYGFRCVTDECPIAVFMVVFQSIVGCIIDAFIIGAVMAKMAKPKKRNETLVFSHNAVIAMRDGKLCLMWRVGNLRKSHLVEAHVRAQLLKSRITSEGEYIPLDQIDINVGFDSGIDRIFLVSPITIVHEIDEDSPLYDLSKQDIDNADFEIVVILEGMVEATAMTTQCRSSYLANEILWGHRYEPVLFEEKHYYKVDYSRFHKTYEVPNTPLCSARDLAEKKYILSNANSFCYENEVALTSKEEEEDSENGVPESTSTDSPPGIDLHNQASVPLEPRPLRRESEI
STK33 kinase inh = inhibitors of human STK33 kinase. AID 2661. inhibition, % at 10 µM. hit rate 0.073% among 320,000. purified STK33, MBP phosphorylation, ADP-Glo luminescence;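 active = inhibition at or above 25%, using the most active replicate where run in duplicate; inactive = inhibition below 25%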
Target sequence (Q9BYT3 whole entry, looked up): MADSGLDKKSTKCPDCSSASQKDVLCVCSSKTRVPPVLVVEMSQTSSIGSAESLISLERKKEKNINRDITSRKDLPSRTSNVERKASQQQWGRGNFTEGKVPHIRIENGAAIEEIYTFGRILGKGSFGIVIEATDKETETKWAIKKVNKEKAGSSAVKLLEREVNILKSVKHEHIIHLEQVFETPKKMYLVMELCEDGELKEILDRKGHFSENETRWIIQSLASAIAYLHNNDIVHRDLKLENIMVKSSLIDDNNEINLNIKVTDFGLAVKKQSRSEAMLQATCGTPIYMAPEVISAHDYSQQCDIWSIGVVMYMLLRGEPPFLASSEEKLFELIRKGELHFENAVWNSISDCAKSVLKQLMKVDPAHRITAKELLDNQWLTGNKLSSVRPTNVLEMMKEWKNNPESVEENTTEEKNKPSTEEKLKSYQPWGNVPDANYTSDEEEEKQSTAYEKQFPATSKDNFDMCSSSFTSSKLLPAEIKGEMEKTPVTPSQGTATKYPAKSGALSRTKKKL
KCNQ2 inh = KCNQ2 potassium channel inhibitors, primary screen, cell-based, CHO-K1, FluxOR thallium flux, B-score (AID 2156) | O88943 | 20 min; active compounds read low | B-score at 10 µM | hit rate 1.1% among 310,000;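 active = fluorescence ratio B-score at most minus 3 library SDs, with starting brightness B-score within 2 library SDs, cut at about -5.5 in these data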
* marks the source's active call; other numbers are inactive results; i = inactive; · = not tested or not shown.

SMILES | Kir21 inh | STK33 kinase inh | KCNQ2 inh
CC(C(=O)N1CCOCC1)N1C(=O)c2cccc3cccc(c23)C1=O (stereo not given) | -0.55 | · | i
COc1ccc(S(=O)(=O)Nc2cccc(-c3ccc(N4CCCCCC4)nn3)c2)c(OC)c1 | -0.88 | -1.1 | i
COc1ccc(C(=O)C2CCCN(C(=O)Cc3c(C)noc3C)C2)cc1OC (stereo not given) | 0.17 | -1.3 | i
Cc1cc(C)n2nc(C(=O)Nc3ccc4c(c3)OCO4)cc2n1 | 0.09 | -1.4 | i
COc1ccccc1NC(=S)NCc1ccccc1Cl | -2 | · | i
O=c1cc2c(n[nH]1)-c1ccccc1CC2 | 1.4 | -0.4 | i
N#CC(c1ccccc1)c1ccc(=O)[nH]n1 (stereo not given) | 0.46 | 0.1 | i
O=C(Nc1ccccc1)c1cccc(C(=O)Nc2ccccc2)n1 | -0.96 | 0.5 | i
O=C(CC1C(=O)NCCN1Cc1cccc(Oc2ccccc2)c1)NCCn1cccn1 (stereo not given) | -0.01 | 0.3 | i
Cc1nnc(SCC(=O)N2CCN(c3ccccc3)CC2)n1-c1ccccc1 | 0.71 | 0.4 | i
NC(=O)CSc1nnc(NC(=O)c2ccc3ccccc3c2)s1 | 1.2 | 4.8 | i
CCN(CC)CCN(C(=O)c1cc2ccccc2cc1OC)c1nc2ccc(OC)cc2s1 | 0.45 | 2.0 | i
CCOC(=O)c1sc(NC(=O)CSc2nccn2C)nc1C | 0.03 | 0.3 | i
C/C=C(/C)C(=O)OC1c2c(ccc3ccc(=O)oc23)OC(C)(C)C1OC(C)=O (stereo not given) | 0.07 | 0.2 | i
CCN1CCC(NC(=O)Nc2cc(Cl)ccc2OC)CC1 | -1.3 | -0.9 | i
O=S(=O)(CCc1nc2ccccc2s1)c1ccc(Cl)cc1 | -0.61 | -2.7 | i
O=C(CN(Cc1ccccc1F)C(=O)Cn1nnc(-c2cccs2)n1)NC1CCCCC1 | 0.29 | -1.1 | i
COc1ccc(C)cc1N(C(=O)COc1ccccc1)c1nc2ccccc2s1 | 0.94 | -0.7 | i
Cc1c(NC(=O)Nc2ccc3c(c2)OCO3)c(=O)n(-c2ccccc2)n1C | -1.9 | -1.0 | i
COc1cc(CC(=O)Nc2cccc(C(F)(F)F)c2)cc(OC)c1OC | 0.07 | -0.3 | i
CCCCCCCCn1c(=O)c(C(=O)OCC)c(O)c2ccccc21 | -0.2 | -0.8 | i
CS(=O)(=O)Nc1ccc(C(=O)Nc2ccccc2-c2ccccc2)cc1 | 0.19 | -0.7 | i
O=C(NNS(=O)(=O)c1ccccc1)c1ccc(F)cc1 | -1.1 | 3.8 | i
CC1Sc2ccc(S(=O)(=O)NCCc3ccc(S(N)(=O)=O)cc3)cc2NC1=O (stereo not given) | 0.57 | -2.0 | i
CCC(=O)N1CCN(c2ccc(NC(=S)NC(=O)c3cc4ccccc4o3)cc2)CC1 | -0.3 | 2.8 | i

Next structures.
SMILES | Kir21 inh | STK33 kinase inh | KCNQ2 inh
COc1ccccc1N1CC(C)C(=O)NC1=S (stereo not given) | 0.33 | 0.3 | i
CC(=O)Nc1ccc(S(=O)(=O)N(CCc2ccccc2)CC(=O)N/N=C/c2ccc(C(=O)O)cc2)cc1 | -0.03 | -0.6 | i
COc1cccc(NC(=O)COc2ccccc2)c1 | -0.3 | 1.4 | i
COc1ccc(C(=O)NC(=S)Nc2ccccc2[N+](=O)[O-])cc1OC | -1.1 | -0.4 | i
Cc1ccc(NS(=O)(=O)c2ccc(C(=O)OCC(=O)NCC3CCCO3)cc2)cc1 (stereo not given) | -0.37 | 0.9 | i
Cc1cc(=O)[nH]c2nnc(SCC(=O)N3CC(C)OC(C)C3)n12 (stereo not given) | 0.89 | -0.4 | i
CC1(C)CC(=O)C2=C(C1)OC1OC(=O)CC21C (stereo not given) | -2.3 | -3.2 | i
Cc1cc2cc(CNC(=O)c3cccs3)ccc2[nH]1 | -2.8 | 0.6 | i
CCOC(=O)Cn1c(=O)c2c(nc(Br)n2Cc2ccccc2Cl)n(C)c1=O | 0.34 | 1.5 | i
Cc1snc(S(=O)(=O)Cc2c(Cl)cccc2Cl)c1C#N | -2.1 | -0.6 | i
COCCNC(=S)Nc1ccccc1Cc1ccccc1 | -1.9 | 0.0 | i
O=C(CSc1nnc(-c2ccco2)n1Cc1ccccc1)NC(=O)NCc1ccco1 | -1 | -0.6 | i
COC(=O)C1C2C=CC3(CN(c4ccc(Cl)c(F)c4)C(=O)C13)O2 (stereo not given) | 0.43 | 0.2 | i
COc1cccc(-c2cc(C(=O)O)no2)c1 | -0.11 | -1.9 | i
O=C(Nc1nnc(C2CC2)s1)c1n[nH]c(=O)c2ccccc12 | 0.78 | -2.1 | i
Nc1nc(Nc2ccccc2F)nc(NCCO)c1[N+](=O)[O-] | -0.68 | 5.8 | i
CC1CCCCN1C(=O)COC(=O)c1cccc(NS(=O)(=O)c2ccccc2)c1 (stereo not given) | 1.3 | -0.4 | i
C=C1C(=O)[C@@]23[C@H](O)C[C@@H]4C(C)(C)CC[C@H](O)[C@]4(C)[C@@H]2C[C@H](O)[C@@H]1[C@H]3O | -0.42 | 4.1 | i
Cc1c(C(=O)Nc2c(F)cc(F)cc2Br)sc2ncn(CC(=O)N3CCCC3)c(=O)c12 | 1.5 | -0.2 | i
COc1cccc(C=NCC(C)N=Cc2cccc(OC)c2O)c1O (stereo not given) | 0.12 | -2.3 | i
CCCc1nc(SCC(=O)Nc2ccccc2OC)c2c(=O)n(C)c(=O)n(C)c2n1 | -1.3 | -0.9 | i
COc1ccc(OC)c(N(/C(N)=N/c2nc(C)cc(C)n2)S(=O)(=O)c2ccc(NC(C)=O)cc2)c1 | 2.3 | 0.1 | i
CC(SCc1ccccc1)C(=O)NCc1ccccn1 (stereo not given) | 1.2 | · | i
N#Cc1c(-c2ccccc2)cc(C2CC2)nc1SCC(=O)c1cccs1 | 1.1 | · | i
OCC1(CCc2ccccc2)CCN(Cc2ccc(OC(F)F)cc2)CC1 | -3 | · | i

Filtered by structure: those above with a COOH group.
SMILES | Kir21 inh | STK33 kinase inh | KCNQ2 inh
CC(=O)Nc1ccc(S(=O)(=O)N(CCc2ccccc2)CC(=O)N/N=C/c2ccc(C(=O)O)cc2)cc1 | -0.03 | -0.6 | i
COc1cccc(-c2cc(C(=O)O)no2)c1 | -0.11 | -1.9 | i

(next part)
SMILES | Kir21 inh | STK33 kinase inh | KCNQ2 inh
O=c1[nH]c2ccccc2c(O)c1-c1ccccc1[N+](=O)[O-] | -0.17 | 0.4 | i
COC(=O)CCCC(=O)N1CCCC(C(=O)c2ccccc2SC)C1 (stereo not given) | -0.2 | -1.8 | i
O=C(c1ccc(-n2cccn2)cc1)N1CCN(c2ncccc2C(F)(F)F)CC1 | 0.45 | -0.8 | i
CC(=O)Nc1ccc(NC(=O)c2c(C)noc2C)cc1 | 1.2 | 0.2 | i
O=C(O)[C@@H]1[C@@H]2C[C@@H]2CN1c1ncccc1[N+](=O)[O-] | -1.9 | 0.4 | i
Cn1c(NC(=O)c2ccc(F)cc2)c(-c2cccs2)c(=O)c2ccccc21 | 0.13 | 0.1 | i
CC1CCN(S(=O)(=O)c2ccccc2)CC1 | -1.4 | -1.2 | i
Cc1cc(OCC(=O)N2CCCC2)ccc1Cl | 1.8 | -0.2 | i
O=[N+]([O-])c1ccc(Cl)c(/C=N/n2c(-c3ccncc3)n[nH]c2=S)c1 | -0.37 | -1.2 | i
COc1cccc(C(=O)Nc2ccc(N3CCN(C(=O)c4cccs4)CC3)cc2)c1 | 0.11 | -0.7 | i
COc1ccc(Oc2nc3c(C)cccn3c(=O)c2/C=C(\C#N)C(N)=O)cc1 | -1.7 | -0.3 | i
COC(=O)CCCC1=CC2=CC(=O)C(C)(OC(=O)c3ccco3)C(=O)C2=CO1 (stereo not given) | -1.1 | -0.2 | i
Cc1nc2ccc(F)cc2cc1C(=O)NC(C)C | 2.2 | -0.3 | i
OCCN(Cc1ccccc1)Cc1ccccc1F | 2.4 | 0.1 | i
O=C(O)c1cn(-c2ccccc2)nc1-c1ccncc1 | 0.11 | 1.1 | i
C(=N\NC1=Nc2cccc3cccc1c23)/c1ccccc1 | -2.3 | -0.3 | i
CC1CN(C(=O)CCNS(=O)(=O)c2ccc(Br)cc2)CC(C)O1 (stereo not given) | 0 | -0.2 | i
[S-]C(=Nc1ccc(Cl)cc1)N[n+]1ccccc1 | 0.91 | -0.6 | i
CCOC(=O)c1cc(NC(=O)C2C3C=CC(O3)C2C(=O)O)cc(C(=O)OCC)c1 (stereo not given) | -0.56 | -0.9 | i
O=C(N=C1c2ccccc2CN1c1ccc(F)cc1)c1ccc(Cl)nc1 | -0.55 | -1.7 | i
O=C(CCCSc1ccccc1)Nc1nc(-c2ccco2)c(-c2ccco2)s1 | -0.38 | -1.1 | i
C[C@H](NC(=O)[C@@H]1CSC2c3ccccc3C(=O)N21)C(=O)NC1CCCC1 (stereo not given in full) | 0.51 | -1.3 | i
CC(C)C[C@H](NC(=O)c1nc[nH]c1C(=O)N1CCc2ccccc2C1)C(=O)OCc1ccccc1 | -1.4 | 0.3 | i
Cc1ccccc1S(=O)(=O)/N=C(/Nc1c(C)n(C)n(-c2ccccc2)c1=O)c1ccccc1 | 0.37 | -0.7 | i
Cc1ccc2c(c1)N(CC(=O)N1CCCCCC1)C(=O)c1cccnc1O2 | -1.3 | -1.2 | i

(more compounds)
SMILES | Kir21 inh | STK33 kinase inh | KCNQ2 inh
O=C(CCc1c[nH]c2ccccc12)N=Nc1c(O)[nH]c2ccccc12 | -0.48 | -0.2 | i
O=C(CSC(=S)N1CCCCC1)Nc1ncc2c(n1)CC(c1ccco1)CC2=O (stereo not given) | 0.03 | 0.1 | i
CC(=NC1CCCC1)c1c(C)[nH]n(-c2nc3ccccc3s2)c1=O | -0.82 | -1.6 | i
O=C(NCc1ccccc1Cl)C1CCCN(c2nc3ccsc3c(=O)s2)C1 (stereo not given) | 0.15 | -1.6 | i
Cc1nc2[nH]onc2c2nccc(=O)c12 | -1.5 | 2.0 | i
CCN(CC)S(=O)(=O)c1ccc(C)c(NC(=O)CN2CCN(Cc3ccccc3)CC2)c1 | -0.01 | 0.9 | i
CCOC(=O)c1cnc2ccc(OC)cc2c1NCCN1CCOCC1 | 1.5 | 0.8 | i
CCOC(=O)CSc1nnc(-c2ccccc2OC)o1 | 1.8 | -0.8 | i
COCCCNC(=O)C1CC(=O)N(CCc2ccccc2)C1 (stereo not given) | -0.62 | -0.1 | i
Cc1cccc(S(=O)(=O)NCCC(=O)OCC(=O)Nc2ccc(C#N)cc2)c1 | -0.6 | -0.9 | i
Cc1ccnc(SCc2cn3c(C)cc(C)nc3n2)n1 | -0.53 | -0.2 | i
COC(=O)c1ccccc1S(=O)(=O)N1CCC(NC(=O)C(Cc2cccc(OC)c2OC)NC(C)=O)CC1 (stereo not given) | -0.62 | · | i
Cc1ccc2nsnc2c1S(=O)(=O)NCc1ccc2c(c1)OCO2 | -2.7 | -0.1 | i
COC(=O)c1cc(NC(=O)c2ccc(C)cc2)c(=O)oc1C | 0.46 | -2.2 | i
Cn1c(N)c(C(=O)COC(=O)c2cc(C3CC3)nc3ccccc23)c(=O)n(C)c1=O | 0.95 | -0.3 | i
COc1cc2c(cc1OC)/C(=C/C(=O)c1ccccc1F)NCC2 | 0.39 | -0.8 | i
COc1ccc(OC(C)C(=O)Nc2cccc(OC)c2)cc1 (stereo not given) | 1.3 | -0.9 | i
CC(C)n1c(N2CCN(C(=O)NCc3ccccc3)CC2)nc2ccccc21 | -0.16 | 1.7 | i
O=C(NCc1cccnc1)C1CCCN1S(=O)(=O)c1ccc(Cl)cc1 (stereo not given) | 0.36 | -1.7 | i
Cc1cc(-c2ccc3c(c2)COc2c4ccccc4nn2-3)on1 | 0.7 | -0.2 | i
Cc1ccc(-c2nc3ccsc3c(=O)o2)cc1 | -0.88 | -1.5 | i
CCCCC(C)n1[nH]c(=O)c2c(C)cc(C)nc21 (stereo not given) | -0.69 | -1.2 | i
O=C(N/N=C1/CCc2ccccc21)C1CC1 | -0.66 | 0.2 | i
CCOC(=O)N1CCN(C(=O)c2ccccc2-c2ccccc2)CC1 | 2.2 | -1.5 | i
CCn1cc(CN2CCN(CC(C)(C)C)C(CCO)C2)c2ccccc21 (stereo not given) | 1.4 | -0.4 | i
Cc1c(C(=O)N2CCc3ccccc32)oc2ccccc12 | -0.55 | 2.0 | i
O=C(CCCCl)OCc1cn(-c2ccc(Cl)cc2)nn1 | 1.5 | -1.8 | i

Complete entries, quoted from the list. Values in the order: Kir21 inh, STK33 kinase inh, KCNQ2 inh
CCOC(=O)N1CCN(C(=O)c2ccccc2-c2ccccc2)CC1 in the list: 2.2, -1.5, i
Cc1ccnc(SCc2cn3c(C)cc(C)nc3n2)n1 in the list: -0.53, -0.2, i
CCn1cc(CN2CCN(CC(C)(C)C)C(CCO)C2)c2ccccc21 (stereo not given) in the list: 1.4, -0.4, i
CC(=NC1CCCC1)c1c(C)[nH]n(-c2nc3ccccc3s2)c1=O in the list: -0.82, -1.6, i
